# Screening data deposited in PubChem by The Scripps Research Institute Molecular Screening Center.
# FBW7 act = FBW7 E3 ligase activators, primary screen, biochemical, AlphaScreen, human; hit rate 0.13% among 650,000; F-box/WD repeat-containing protein 7 (Homo sapiens), Q969H0; AlphaScreen FBW7–phospho-cyclin E peptide binding, activator screen; AID 1259310, 2017; normalized activity (activation), % at 26.1 µM; in the data active = normalized activity above about 1.9%;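 note: purified mutant Fbw7 with reduced substrate affinity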
# Target sequence (Q969H0 whole entry, looked up): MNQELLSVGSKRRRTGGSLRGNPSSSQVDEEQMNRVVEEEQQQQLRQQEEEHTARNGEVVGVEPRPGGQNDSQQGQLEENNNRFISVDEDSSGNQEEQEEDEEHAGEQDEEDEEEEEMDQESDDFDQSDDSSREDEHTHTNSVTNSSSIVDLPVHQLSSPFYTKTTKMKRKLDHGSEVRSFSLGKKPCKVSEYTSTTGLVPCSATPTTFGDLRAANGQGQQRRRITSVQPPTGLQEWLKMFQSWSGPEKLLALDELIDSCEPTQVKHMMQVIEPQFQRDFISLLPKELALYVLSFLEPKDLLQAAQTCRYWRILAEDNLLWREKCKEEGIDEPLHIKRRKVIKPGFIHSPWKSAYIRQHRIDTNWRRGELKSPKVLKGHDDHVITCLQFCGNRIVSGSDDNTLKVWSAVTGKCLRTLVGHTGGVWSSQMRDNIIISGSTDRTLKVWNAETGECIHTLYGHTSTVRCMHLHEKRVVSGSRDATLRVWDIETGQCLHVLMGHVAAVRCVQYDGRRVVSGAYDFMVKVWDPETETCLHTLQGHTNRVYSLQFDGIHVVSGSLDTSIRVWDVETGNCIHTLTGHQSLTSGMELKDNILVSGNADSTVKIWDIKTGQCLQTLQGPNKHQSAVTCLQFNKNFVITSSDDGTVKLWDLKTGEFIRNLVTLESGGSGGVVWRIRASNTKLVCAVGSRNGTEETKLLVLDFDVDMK
# MITF inh = MITF inhibitors, primary screen, biochemical, AlphaScreen, human | AlphaScreen MITF homodimerization, bead proximity signal | inhibition, % at 2.6 µM | hit rate 0.91% among 650,000; in the data active = inhibition above about 50%;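 note: 0% = vehicle wells with protein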
# TEAD-YAP inh = TEAD-YAP interaction inhibition, primary screen, TEAD-YAP interaction inhibitor project, luminescence, HEK-TIYL cells; AID 1259422, 2018; inhibition, % at 9.12 µM; TEAD-Gal4/YAP UAS-luciferase luminescence; hit rate 1.4% among 640,000; in the data active = inhibition above about 32%;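 note: 0% = median of test compound wells and 100% = reference inhibitor wells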
# GPR151 activ = activators of human GPR151, primary screen, cell-based, PathHunter beta-arrestin, luminescence; hit rate 1% among 650,000; AID 1508602, 2020; G-protein coupled receptor 151 (Homo sapiens), Q8TDV0; PathHunter beta-arrestin GPR151 cells; activation, % at 11.2 µM; in the data active = activation above about 4.9%;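 note: 0% = median of compound wells and 100% = cells with positive control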
# Target sequence (Q8TDV0 whole entry, looked up): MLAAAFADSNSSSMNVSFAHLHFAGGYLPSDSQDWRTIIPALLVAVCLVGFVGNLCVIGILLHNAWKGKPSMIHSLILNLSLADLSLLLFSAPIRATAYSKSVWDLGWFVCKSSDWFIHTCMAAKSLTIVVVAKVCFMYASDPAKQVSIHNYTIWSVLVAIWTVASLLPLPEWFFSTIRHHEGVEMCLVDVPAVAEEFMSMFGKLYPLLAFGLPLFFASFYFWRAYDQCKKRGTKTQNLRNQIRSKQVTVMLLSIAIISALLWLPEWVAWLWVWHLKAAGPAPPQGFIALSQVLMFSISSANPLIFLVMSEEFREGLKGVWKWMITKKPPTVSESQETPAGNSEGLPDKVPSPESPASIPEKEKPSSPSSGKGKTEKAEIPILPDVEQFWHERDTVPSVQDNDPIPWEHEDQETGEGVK
# Active calls of the source: *; & = joins results of further samples.
# Sample of the layout:
SMILES,FBW7 act,MITF inh,TEAD-YAP inh,GPR151 activ
CCCCCC(=O)Nc1ccc(-c2nc3cc(Cl)ccc3o2)cc1,0.4,23,-59,-0.6
O=C(CCC1(Cc2cccs2)CCC(=O)N1)NCCC1=CCCCC1 (stereo unspecified),-0.2,-6,-30,-0.3
Cc1cc2oc(=O)cc(C)c2cc1NC(=O)c1ccccc1C(=O)O,-0.1,3,14,3.0
Cc1ccc(CN2C(=O)C3C(C(=O)Nc4ccc(C)c(Cl)c4)C4C=CC3(O4)C2C(=O)NC2CCCCC2)cc1 (stereo unspecified),0.3,8,0,-0.9
Cc1cccc(-n2nc3c(c2NC(=O)c2cccs2)CS(=O)C3)c1C (stereo unspecified),0.0,2,15,-0.8
CO/N=C/c1ccc(OC)c(Oc2nc(OC)cc(OC)n2)c1,0.1,4,33*,1.7

# This part in full (from the top)
SMILES,FBW7 act,MITF inh,TEAD-YAP inh,GPR151 activ
CCCCCC(=O)Nc1ccc(-c2nc3cc(Cl)ccc3o2)cc1,0.4,23,-59,-0.6
O=C(CCC1(Cc2cccs2)CCC(=O)N1)NCCC1=CCCCC1 (stereo unspecified),-0.2,-6,-30,-0.3
Cc1cc2oc(=O)cc(C)c2cc1NC(=O)c1ccccc1C(=O)O,-0.1,3,14,3.0
Cc1ccc(CN2C(=O)C3C(C(=O)Nc4ccc(C)c(Cl)c4)C4C=CC3(O4)C2C(=O)NC2CCCCC2)cc1 (stereo unspecified),0.3,8,0,-0.9
Cc1cccc(-n2nc3c(c2NC(=O)c2cccs2)CS(=O)C3)c1C (stereo unspecified),0.0,2,15,-0.8
CO/N=C/c1ccc(OC)c(Oc2nc(OC)cc(OC)n2)c1,0.1,4,33*,1.7
NC(=O)N1CCCC1C(=O)Nc1ccc2c(c1)CCC2 (stereo unspecified),0.0,1,-2,0.1
COc1cc(C2C(C#N)=C(N)OC3=C2C(=O)CCC3)cc(OC)c1OC(=O)N1CCOCC1 (stereo unspecified),0.1,7,12,0.6
C/C(=N\NC(=O)c1ccccc1F)c1ccccc1O,-0.4,-20,-13,-3.9
CCN(CC)C(=O)C1CCCN(c2nccc(NCc3ccccc3)n2)C1 (stereo unspecified),0.1,14,4,-1.1
FC(F)(F)Oc1cccc(-c2cnc3c(NCc4cccnc4)nccn23)c1,0.1,-7,-4,-0.6
C=CCN1C(=O)/C(=C2/C(=O)N(CC(=O)Nc3ccc(C)cc3)c3ccccc32)SC1=S,0.1,12,-7,-0.6
COc1ccc(C(=O)C2Nc3ccccc3-c3nnc(SCc4ccc(Cl)cc4)nc3O2)cc1 (stereo unspecified),-0.1,-11,-8,-0.6
Cc1ccc(NC(=S)N(CCCN2CCC(C)CC2)Cc2ccco2)cc1Cl,-0.1,13,-1,1.6
Cc1cc(C)n(CCCO)c(=O)c1C#N,0.6,2,8,-0.7
CCOc1ccc(-n2nc3ccc(NC(=O)c4ccc(OCc5ccc(Cl)cc5)c(OC)c4)cc3n2)cc1,0.0,-4,-7,1.1
Cc1cc(O)c(C2=Nc3ccccc3SC(c3ccccc3O)C2)c(=O)o1 (stereo unspecified),0.0,6,-25,-0.5
Cc1ccc(N2C(=O)CC(NCCc3ccccc3)C2=O)cc1 (stereo unspecified),0.0,8,9,0.5
CCOc1ccccc1NC(=O)c1cc(S(=O)(=O)NCCc2ccccc2)ccc1F,0.1,11,-3,5.0*
O=c1c(NCC2CCCO2)c(-c2ccc(Cl)cc2)c1=O (stereo unspecified),0.0,12,2,0.9
CCCCOCCCNC(=O)c1ccc(OC)cc1OC,0.0,-1,6,-0.6
O=C(CC1Sc2ccc(C(F)(F)F)cc2NC1=O)Nc1ccc(F)cc1 (stereo unspecified),0.6,17,0,-0.8
CC(C)N(C(=O)Cn1cncn1)c1ccccc1,-0.1,5,-10,-1.5
Cc1ccc(NC(=O)c2ccc(O)cc2)cc1C,0.0,8,8,-2.2
CC1(C)Cc2ccccc2/C(=C/C(=O)Nc2ccccc2Br)N1,0.0,14,7,0.4
SMILES,FBW7 act,MITF inh,TEAD-YAP inh,GPR151 activ
COc1ccc(NC(=O)CSc2nnc(CNC(=O)c3ccc(Cl)cc3)n2C)cc1,-0.2,4,5,-0.4
O=c1c2ccccc2nc(/C=C\c2cccc([N+](=O)[O-])c2)n1-c1cccc2ccccc12,0.0,2,4,-0.2
O=C(Nc1ccc(OC(F)(F)F)cc1)c1nn2c(c1Br)NC(c1cccs1)CC2C(F)(F)F (stereo unspecified),-0.2,-4,-5,0.7
Nc1ncnc(N2CCN(c3cccc(Cl)c3)CC2)c1[N+](=O)[O-],0.1,6,-1,-0.8
O=C(O)C1SCCN1S(=O)(=O)c1ccc(N=NN2CCOCC2)cc1 (stereo unspecified),0.2,5,3,0.7
COc1ccc(/C=N\N=C2/NC(=O)CS2)cc1,0.6,22,-2,1.0
O=C(O)C1C2C=CC(O2)C1C(=O)Nc1ccc(S(=O)(=O)NCCc2ccccc2)cc1 (stereo unspecified),0.7,20,-1,-1.3
O=C(N/N=C/c1ccc(I)o1)c1cncc(Br)c1,0.0,-3,-3,1.6
CC(=O)NC(NC(=S)Nc1ccc(C(C)=O)cc1)C(Cl)(Cl)Cl (stereo unspecified),0.1,-22,-4,-1.6
COCCn1c(-n2nc(C)cc2C)nc2c1c(=O)n(C)c(=O)n2C,0.2,-10,2,1.4
O=C(COc1ccccc1C(=O)OCC(=O)NC1CCCCC1)Nc1ccccc1F,-0.1,10,-1,2.4
COc1ccc(C(=O)CCN2CCC(c3ccccc3)C2)cc1OC (stereo unspecified),-0.1,-6,2,-0.6
CCOC(=O)C1=CN(c2ccc(F)cc2)C=C(C(=O)OCC)C1c1ccccc1OC,0.1,12,5,1.5
Cc1ccc(OC(=O)CCC(=O)Nc2ccc(I)cc2)cc1,0.0,-9,-4,2.1
CCS(=O)(=O)NCC(c1ccc(N(C)C)cc1)N1CCN(c2ccc(F)cc2)CC1 (stereo unspecified),0.0,5,3,-1.3
CCOC(=O)CSc1nc2cc(C(=O)NCc3cccc(Cl)c3)ccc2c(=O)n1Cc1ccccc1,-0.1,9,4,-0.5
COc1ccc(C2CC(c3ccc(Br)cc3)=NN2C(=O)CSc2nnc(CNC(=O)c3ccccc3)n2C)cc1 (stereo unspecified),0.4,3,27,-0.5
CCCc1c(O)nc(SCC(=O)Nc2ccccc2F)[nH]c1=O,0.1,-2,9,-0.4
COc1cccc(/C=C2\N=C(c3ccc(Cl)cc3Cl)OC2=O)c1,0.2,12,6,-0.7
COc1ccc(C2/C(=C(/O)c3ccccc3)C(=O)C(=O)N2CCCN(C)C)cc1OC (stereo unspecified),0.0,-20,2,-0.6
CC1=C(C(=O)OCC2CCCO2)C(c2ccc(OCc3ccccc3)cc2)C2=C(CCCC2=O)N1 (stereo unspecified),0.2,2,-1,0.8
O=C1NC(=Nc2ccccc2)S/C1=C/c1cccc2ccccc12,0.0,1,6,-0.3
CCOc1ccc(-n2c(O)c(C=NC(CO)(CO)CO)c(=O)[nH]c2=O)cc1,0.0,5,-8,0.5
O=C1N[C@@H](Cc2ccc(O)cc2)C(=O)N2CCN(C(=O)c3cccc(F)c3F)C[C@H]12,1.0,17,-2,-1.0
Cc1cnn(C(=O)c2cccc([N+](=O)[O-])c2)c1,-0.2,0,-6,0.2
SMILES,FBW7 act,MITF inh,TEAD-YAP inh,GPR151 activ
O=C(NCCCn1ccnc1)c1ccccc1[N+](=O)[O-],-0.1,-7,-5,0.3
O=C1Nc2ccccc2N(O)N1c1ccc2c(c1)OCO2,0.0,28,-9,-0.3
Cc1cccc2c(C(=O)NCCOc3ccccc3)cc(-c3ccccc3)nc12,0.0,-4,5,-0.2
Cc1ccc(N=C2S/C(=C3\C(=O)N(C)c4ccccc43)C(=O)N2c2ccc(C)cc2)cc1,-0.1,13,-2,2.2
CCNc1nc(NC(C)(C)C)nc(Oc2ccc(=O)[nH]n2)n1,-0.3,-7,9,5.1*
CCc1c(C(=O)O)[nH]c2ccc([N+](=O)[O-])cc12,0.2,10,-3,-0.9
Cc1cn2cc(CNC(=O)CC3C(=O)NCCN3CCC(C)C)nc2s1 (stereo unspecified),0.1,10,-9,-1.6
COc1ccc(OC)c(NC(=O)CCN2C(=O)c3ccncc3C2=O)c1,0.4,13,7,-0.9
CC(Nc1ccc(S(C)(=O)=O)cc1)c1ccccc1 (stereo unspecified),0.2,-4,1,-0.2
Cc1ccc(-c2nnc(Nc3ccccc3)c3ccccc23)cc1S(=O)(=O)NCc1ccccn1,0.0,-1,-4,-1.5
OCC1CCCCN1Cc1cccc(Cl)c1Cl (stereo unspecified),1.1,6,3,-1.3
CC(C)OCC(O)Cn1c(N2CCCCCC2)nc2c1c(=O)[nH]c(=O)n2C (stereo unspecified),0.0,3,-8,-0.5
O=C(Nc1nc2c(s1)CCCC2)c1ccc(Cl)cc1[N+](=O)[O-],-0.3,1,-52,0.1
Cc1ccc(CSCC(=O)NCc2cccnc2)cc1,0.0,8,-4,0.4
CCc1ccc(CNC(=O)C(=O)Nc2cccc(C(F)(F)F)c2)cc1,-0.1,2,9,-0.5
N#CC1=C(N)OC2=C(C(=O)CC(c3ccco3)C2)C1(C#N)C#N (stereo unspecified),0.2,50,1,2.0
CC1=C(C(=O)OC2CCCC2)C(c2ccc(C)cc2)C2=C(CC(c3ccc(Cl)cc3)CC2=O)N1 (stereo unspecified),0.0,-5,8,-0.5
Cc1nc(C)c(C(=O)c2coc3ccc(O)cc23)o1,0.0,11,-28,-0.2
CC1(NC(=O)CCN2c3ccccc3Sc3ccccc32)CCS(=O)(=O)C1 (stereo unspecified),0.5,5,0,0.3
Cc1cc(C)n2nc(C(=O)N/N=C/c3ccc(Cl)cc3Cl)nc2n1,0.5,17,-8,0.6
Cc1cc(CN2CCN(Cc3cc(C)cc(C(C)(C)C)c3O)CC2)c(O)c(C(C)(C)C)c1,-0.1,16,11,-0.1
CN1CCN(c2ncc(-c3cccc4ncccc34)n3ccnc23)CC1,0.3,24,28,-0.4
COc1cccc2cc(-c3ccccc3)c(=O)oc12,0.0,-3,-20,-7.9
Cc1cc(C(=O)NCc2nnc3n2CCN(Cc2cccc4ccccc24)CC3)c(C)o1,0.0,-3,0,-1.0
CCCCCCOc1ccc(C2C3=C(CC(C)(C)CC3=O)NC3=C2C(=O)CC(C)(C)C3)cc1,0.1,-10,-1,0.1

# Whole records from above. Order of screens: FBW7 act, MITF inh, TEAD-YAP inh, GPR151 activ
# `CC(C)OCC(O)Cn1c(N2CCCCCC2)nc2c1c(=O)[nH]c(=O)n2C` (stereo unspecified) is entered as 0.0, 3, -8, -0.5
# `Cc1nc(C)c(C(=O)c2coc3ccc(O)cc23)o1` is entered as 0.0, 11, -28, -0.2

# New compounds follow
SMILES,FBW7 act,MITF inh,TEAD-YAP inh,GPR151 activ
CCOC(=O)C1CCN(C(=S)Nc2ccc(OCC)cc2)CC1,0.0,11,2,-0.7
CCOC(=O)C1=C(C)NC(C)=C(C(=O)OCC)C1C(=O)OCC(=O)NCC(F)(F)F,0.1,1,6,-1.0
COC(=O)c1ccc(Cl)c(NC(=O)CN(c2ccc(F)c(Cl)c2)S(C)(=O)=O)c1,0.1,7,-8,-0.6
O=C(Nc1ccc2c(c1)OCCO2)C1CCCN1S(=O)(=O)c1ccc(Cl)cc1 (stereo unspecified),0.2,28,-14,1.5
COc1ccc(Nc2nc(NCCCN3CCOCC3)c3cc(OC)c(OC)cc3n2)cc1,-0.2,9,-2,-3.4
Cc1ccccc1C(=O)N(Cc1ccc(Br)cc1)c1ccccc1I,-0.1,-1,0,0.5
COc1ccc(NC(=O)CC2SC(=NCC3CCCO3)NC2=O)cc1 (stereo unspecified),0.0,7,1,-1.9
Cc1ccc(CNC(=O)c2c(-c3c(Cl)cccc3Cl)noc2C)cc1,0.0,-11,-9,-0.5
CC(C)COC(=O)c1ccc(NS(=O)(=O)c2ccccc2)cc1,-0.1,-11,-9,1.0
Cc1ccc(NS(=O)(=O)c2ccc3c(c2)CC(=O)N3)cc1,0.3,3,17,0.2
O=C(NCC1CCC2(CCN(Cc3ccccc3)CC2)O1)c1cncs1 (stereo unspecified),-0.1,-2,4,0.9
CC(C)N(Cc1nc(-c2ccccc2)no1)S(=O)(=O)c1cccc([N+](=O)[O-])c1,0.1,3,-4,1.7
O=C(/C=C/c1ccccc1)Nc1cccc(Br)c1,0.0,5,-61,-1.3
COc1ccc(CCNC(=O)CCCNC(=O)Cn2cnc3sc(C)c(C)c3c2=O)cc1OC,-0.2,-13,6,-1.1
COc1c(N2C[C@@H]3CCCN[C@@H]3C2)c(F)cc2c(=O)c(C(=O)O)cn(C3CC3)c12,-0.1&-0.2,6&-9,9,-0.4&0.0
CC1=CC(=O)C(C(=O)/C=C/c2ccc(Cl)cc2)C(=O)O1 (stereo unspecified),0.0,-7,-38,-1.5
CC(=O)NC(=O)c1cc2cc(Br)ccc2oc1=Nc1ccc(C#N)cc1,0.0,2,6,-0.8
COc1ccc(OCC2c3cc(OC)c(OC)cc3CCN2C(=O)CCc2ccccc2)cc1 (stereo unspecified),0.0,24,7,1.3

# Arranged by SMILES length (descending): part of the list above.
SMILES,FBW7 act,MITF inh,TEAD-YAP inh,GPR151 activ
CCOC(=O)C1=C(C)NC(C)=C(C(=O)OCC)C1C(=O)OCC(=O)NCC(F)(F)F,0.1,1,6,-1.0
Cc1ccc(NS(=O)(=O)c2ccc3c(c2)CC(=O)N3)cc1,0.3,3,17,0.2
CCOC(=O)C1CCN(C(=S)Nc2ccc(OCC)cc2)CC1,0.0,11,2,-0.7

# This is a random part of the collection. Share with any hit: about 3.4%.
